MazEF act: activators of E. coli MazEF toxin-antitoxin RNase; FAM/BHQ RNA-DNA oligo cleavage fluorescence, 5 h; activation, % at 20 µM; P0AE70; actives 0.32% (n = 350,000); in the data active means activation above about 50%
Mtb FBA inh: Mtb fructose-bisphosphate aldolase inhibition. purified M. tuberculosis FBA, fluorescence read-out. inhibition, % at 1 µM. P9WQA3. actives 2.3% (n = 360,000); in the data active means inhibition above about 27%;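 further: 0% = vehicle and 100% = reference inhibitor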
Target sequence (P9WQA3 whole entry, looked up): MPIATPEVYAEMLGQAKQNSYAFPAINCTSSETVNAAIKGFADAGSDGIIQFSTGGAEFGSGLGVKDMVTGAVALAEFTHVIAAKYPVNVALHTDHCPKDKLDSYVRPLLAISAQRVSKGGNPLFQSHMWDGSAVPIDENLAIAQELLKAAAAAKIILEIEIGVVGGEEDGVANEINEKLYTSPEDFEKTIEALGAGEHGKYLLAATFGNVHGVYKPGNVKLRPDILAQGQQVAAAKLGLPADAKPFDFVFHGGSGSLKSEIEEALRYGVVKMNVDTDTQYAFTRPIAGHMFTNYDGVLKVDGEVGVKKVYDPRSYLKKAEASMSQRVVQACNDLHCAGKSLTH
Rv3671c protease: Rv3671c (M. tuberculosis) protease inhibition; actives 0.048% (n = 320,000); inhibition, % at 5.96 µM; AID 2606; in the data active means inhibition above about 38%;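 further: extracellular domain of Rv3671c used as enzyme; 0% = enzyme with DMSO and 100% = no enzyme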
BH1578 lux ind: quorum light induction in luxS cqsA deficient V. cholerae; V. cholerae BH1578 lux reporter, luminescence, 6 h; activation, % at 18.7 µM; actives 0.16% (n = 350,000); AID 588436; in the data active means activation mostly above about 9.7%, no sharp cut-off; further: not every result past the cut was called active; inactives centre near 0; reference of the scale not given here
VHR inh abs: DUSP3 (human) phosphatase inhibition; P51452; recombinant VHR phosphatase, pNPP absorbance; inhibition, % at 13.3 µM; actives 0.52% (n = 290,000); in the data active means inhibition above about 50%; further: some compounds called inactive have numbers as strong as hits
Target sequence (P51452 whole entry, looked up): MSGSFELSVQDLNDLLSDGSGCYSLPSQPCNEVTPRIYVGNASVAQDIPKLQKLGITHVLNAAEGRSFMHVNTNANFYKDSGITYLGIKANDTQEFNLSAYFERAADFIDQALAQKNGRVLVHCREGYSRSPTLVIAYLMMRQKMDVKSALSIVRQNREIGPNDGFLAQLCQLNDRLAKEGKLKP
PriA SSB inh: blocks PriA binding to SSB C-terminal tail; actives 0.6% (n = 430,000); inhibition, % at 33 µM; AlphaScreen SSBct-PriA binding, biotinylated peptide; in the data active means inhibition mostly above about 37%, no sharp cut-off; inactive means mostly below about 20%;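 further: plate controls were negative control peptide for no effect and reference peptide for full effect; strong numbers were not always called active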
GDH-TPI inh: GDH-TPI coupled enzyme inhibition counter-screen. actives 1.2% (n = 360,000). GDH-TPI coupled enzyme counterscreen, NADH absorbance. inhibition, % at 4.8 µM; in the data active means inhibition above about 30%;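 further: 0% = DMSO wells and 100% = wells lacking the enzyme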
Mtb BioA inh: blocks M. tuberculosis BioA enzyme activity; inhibition, % at 9.99 µM; purified M. tuberculosis BioA enzyme, plate reader; actives 0.096% (n = 360,000); in the data active means inhibition above about 40%
3CLpro inhibitor: SARS-CoV 3CLpro protease inhibition; P0C6X7; recombinant SARS-CoV 3CLpro, quenched FRET peptide cleavage; inhibition, % at 6 µM; actives 0.14% (n = 290,000); AID 1706; in the data active means inhibition above about 12%
Mtb UGM inh: blocks M. tuberculosis UGM enzyme | P9WIQ1 | inhibition, % at 10 µM | actives 0.06% (n = 320,000) | purified UGM, fluorescence polarization probe displacement; in the data active means inhibition above about 10%, passing the limit was not always enough
Target sequence (P9WIQ1 whole entry, looked up): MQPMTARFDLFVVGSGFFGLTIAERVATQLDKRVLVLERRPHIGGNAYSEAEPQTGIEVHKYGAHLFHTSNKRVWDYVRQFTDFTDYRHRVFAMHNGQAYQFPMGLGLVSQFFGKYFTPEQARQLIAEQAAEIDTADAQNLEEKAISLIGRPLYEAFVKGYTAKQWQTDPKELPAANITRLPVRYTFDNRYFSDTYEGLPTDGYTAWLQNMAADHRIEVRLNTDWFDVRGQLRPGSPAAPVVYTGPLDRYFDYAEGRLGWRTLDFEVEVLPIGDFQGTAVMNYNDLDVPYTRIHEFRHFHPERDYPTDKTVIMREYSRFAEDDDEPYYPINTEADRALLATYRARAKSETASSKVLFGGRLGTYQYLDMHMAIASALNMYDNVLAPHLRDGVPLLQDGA
Starred values were filed as active, the others as inactive; i = inactive; . = not tested or not shown; & = joins results of further samples. Only part of the results is shown; the hit share may differ from the screen's.

SMILES	MazEF act	Mtb FBA inh	Rv3671c protease	BH1578 lux ind	VHR inh abs	PriA SSB inh	GDH-TPI inh	Mtb BioA inh	3CLpro inhibitor	Mtb UGM inh
CC(C)NC(=O)CSc1nc2[nH]ncc2c(=O)[nH]1	-5	4	-3	i	10	0	-2	.	-1	0.4
CC(OC(=O)c1cc(=O)[nH]c2ccccc12)C(=O)Nc1ccc(Cl)cn1 (centres undefined)	10	6	-3	0.3	.	11	9	-1.1	.	1.6
CCN(CC(=O)Nc1ccc(NC(C)=O)cc1)C(=O)C1CCCC1	2	-1	-3	-5.0	.	-14	-7	-1.3	.	-1.3
Cc1cc(C(=O)Nc2ccc(S(=O)(=O)Nc3onc(C)c3C)cc2)c(C)o1	-2	1	-6	-0.2	1	-3	2	-2.6	-3	-0.7
CCOc1ccc(CCN2C(=O)c3cccnc3C2=O)cc1OCC	0	3	-1	i	23	-9	4	.	3	0.1
COc1ccc(CN2C[C@@H](CO)O[C@@H](n3cnc4c(NCc5ccco5)ncnc43)C2)cc1	.	2	.	-0.3	.	.	3	-4.6	.	.
FC(F)(F)c1cccc(NC(=S)N2CCN(c3ccccc3)CC2)c1	3	-3	7	-0.3	1	-5	20	.	0	0.3
CC1=NN(C(=O)c2ccccc2Cl)C(O)(c2ccccc2)C1 (centres undefined)	11	0	-5	-1.7	12	-1	6	-1.0	-1	-0.8
Cc1noc(C)c1NC(=O)N(C)C[C@@H]1OCc2cn(nn2)CCCC(=O)N([C@H](C)CO)C[C@H]1C	5	0	.	-0.6	.	.	-11	-1.3&-3.0	.	.
CCc1nc2c(OCCOc3ccc(F)cc3)cccn2c1N(C=O)Cc1ccc(OC)cc1	.	3	.	-0.6	.	.	5	-0.3	.	.
O=Cc1ccc(-c2ccc(Cl)cc2Cl)[nH]1	-2	5	-5	-0.1	-4	-4	14	.	3	2.3
CN(C)C(=S)SCC(=O)NCc1ccc(F)cc1	-5	0	-2	-0.7	14	-4	-1	.	3	0.9
CCCCc1cc(=O)oc2cc(C)cc(OCC(=O)N3CCC(C(=O)O)CC3)c12	2	124*	8	-0.4	5	-15	18	0.2	0	0.5
COc1cc(C(=O)Oc2ccc3c(c2)OCC3=O)cc(OC)c1OC	8	-3	-2	i	38	-1	7	-2.5	-9	-6.5
CCC(C(=O)n1cccc1C#N)c1ccccc1C (centres undefined)	7	1	0	i	.	-12	-5	2.6	.	1.2
CCNc1nc2ccccc2[nH]1	5	5	7	0.1	20	4	-8	1.1	2	0.9
O=C(Nc1cccc(F)c1)Nc1ccnn1C1CCN(C(=O)c2ccccn2)CC1	3	-3	-4	.	0	1	2	-1.6	-5	-1.6
O=C(C1CCCN(S(=O)(=O)c2ccc(F)cc2)C1)N1CCCCCC1 (centres undefined)	-8	2	7	i	9	-15	-3	0.7	1	-1.6
Cc1ccc(S(=O)(=O)N2CCC(C(=O)Nc3ccccc3N3CCCCC3)CC2)cc1C	-2	12	-6	i	.	-6	6	-1.2	.	4.9
O=S(=O)(CC(CN1CCOCC1)N1CCOCC1)c1ccccc1 (centres undefined)	-1	4	-3	-0.1	20	-8	-6	.	5	6.2
O=CNC(=O)c1ccccc1C(=O)O	5	1	-4	i	6	-11	1	-3.1	2	3.0
O=S(=O)(NCCSc1ccccc1)c1ccc(F)cc1	-4	2	3	i	18	-5	9	1.2	-4	-2.6
CC(C)CCNC(=O)CCS(=O)(=O)c1cccc2nonc12	0	1	-4	-0.3	-13	-11	-5	-1.9	-1	-1.2
CCC(=O)Nc1ccc(C(=O)N2CCN(C(=O)c3ccco3)CC2)cc1	5	1	0	4.3	-3	-10	5	0.6	1	-0.3
CCOc1ccccc1Nc1nnc(SCC(=O)Nc2nc(-c3ccc(OC)cc3)cs2)s1	-17	1	-23	-2.9	1	0	13	-1.2	-1	-1.0
Cc1cccc(C2NC(c3cccc(C)c3)C([N+](=O)[O-])C(C)(C)C2[N+](=O)[O-])c1 (centres undefined)	5	-1	-12	-0.2	2	-2	0	0.6	-2	-3.3
CN(C)CCn1c(=S)[nH]c2ccccc2c1=O	9	3	1	-0.5	7	-13	-5	-0.5	-5	-0.9
C#CCOCCOCCOCCNc1nc(N2CCN(C(=O)[C@H](CCC(=O)O)n3cc(C(N)CC(C)C)nn3)CC2)nc(N2CCN(C(=O)[C@H](Cc3cc4ccccc4[nH]3)n3cc(C(N)CC(C)C)nn3)CC2)n1 (some centres undefined)	9	-1	6	-0.4	21	11	7	0.4	0	3.3
O=C(COc1ccc(Cl)cc1)NCc1nnc(SCC(=O)NC2CCCC2)o1	-5	1	-1	i	-7	-6	2	-0.9	7	0.8
O=C(CCc1ccccc1)N1N=C(c2ccncc2)CC1(O)C(F)(F)F (centres undefined)	-9	0	-5	i	10	-9	-12	.	2	0.3
COc1ccc(Cl)cc1NC(=O)c1nnn(CC(=O)Nc2ccc(C)c(C)c2)c1N	-54	0	-21	i	14	-7	9	-1.0	4	-2.3
COc1cccc(CN(C)CC(=O)Nc2ccccc2C(=O)NC2CC2)c1	3	-1	-9	-0.4	.	4	-1	-0.4	.	2.5
O=C1NC[C@H](CC2CCCCC2)N(CCc2cccc(F)c2)C1=O	1	4	7	i	.	1	4	-1.3	.	-2.5
Cc1cccc(C(=O)NCCC(=O)N2CCc3ccccc3C2)c1	8	0	3	i	.	-7	-1	0.4	.	1.6
CCc1c(C)nc2ncnn2c1N1CCC(C(=O)Nc2cccc(C(C)=O)c2)CC1	-2	0	-4	i	2	-5	19	1.3	-2	2.7
CCC(=O)N1c2ccc(S(=O)(=O)NCCc3ccc(OC)c(OC)c3)cc2CC1C (centres undefined)	7	0	0	-0.5	-16	-18	9	-1.0	7	0.3
O=C(CCN1C(=O)C2C3CCC(C3)C2C1=O)Nc1ccc(Br)cc1 (centres undefined)	-18	1	-5	-2.4	8	-13	11	-1.5	-4	-1.5
CCc1nnc(NC(=O)CSC(=S)N2CCOCC2)s1	0	5	-1	-1.6	2	3	-2	-1.1	2	-1.2
O=C(Nc1ccc(Nc2ccncc2)cc1)c1ccc(Nc2ccnc3ccc([N+](=O)[O-])cc23)cc1	-8	0	.	i	35	14	39*	-2.5	-13	.
Cc1nnc(SC(C)C(=O)N(C)C2CCCCC2)n1N (centres undefined)	6	4	-3	i	.	-5	9	-1.4	.	-0.9
Nc1ccc(C(=O)OCC(=O)N2CCN(C(=O)c3ccco3)CC2)cc1[N+](=O)[O-]	3	-2	-2	-2.8	23	-3	6	4.9	6	-2.5
CCc1ccc(NC(=O)NCCN2CCN(c3ccc(OC)cc3)CC2)cc1	6	-1	0	-1.4	17	-11	1	-2.5	-1	2.2
COc1ccc(C(=O)NNC(=S)NC(=O)c2ccc(Cl)cc2)cc1	4	.	10	.	.	-4	.	.	.	3.5
COc1ccc(C)cc1N(CC(=O)NC1CCCC1)C(=O)CCC(=O)Nc1nc(C)cs1	2	0	-5	0.0	23	-7	-4	0.5	-6	2.3
Cn1ccsc1=NC(=O)c1ccc(OC(F)(F)F)cc1	5	-2	-12	-0.7	-9	-12	1	1.8	-2	-2.2
Cc1ccc(-c2nnn(CC(=O)Nc3cccc4c3CCCC4)n2)o1	-3	-1	-2	-7.1	25	-14	4	-0.9	7	0.0
Cc1ccc2oc(=O)ccc2c1	0	-2	.	-0.3	.	5	-1	0.0	.	.
Oc1ccc(-c2nncn2-c2ccccc2)cc1	10	-1	6	i	9	-8	-4	.	1	-1.8

Shown in CSV form: 18 of the compounds above
structure,MazEF act,Mtb FBA inh,Rv3671c protease,BH1578 lux ind,VHR inh abs,PriA SSB inh,GDH-TPI inh,Mtb BioA inh,3CLpro inhibitor,Mtb UGM inh
C#CCOCCOCCOCCNc1nc(N2CCN(C(=O)[C@H](CCC(=O)O)n3cc(C(N)CC(C)C)nn3)CC2)nc(N2CCN(C(=O)[C@H](Cc3cc4ccccc4[nH]3)n3cc(C(N)CC(C)C)nn3)CC2)n1 (some centres undefined),9,-1,6,-0.4,21,11,7,0.4,0,3.3
O=C(COc1ccc(Cl)cc1)NCc1nnc(SCC(=O)NC2CCCC2)o1,-5,1,-1,i,-7,-6,2,-0.9,7,0.8
O=C(CCc1ccccc1)N1N=C(c2ccncc2)CC1(O)C(F)(F)F (centres undefined),-9,0,-5,i,10,-9,-12,.,2,0.3
COc1ccc(Cl)cc1NC(=O)c1nnn(CC(=O)Nc2ccc(C)c(C)c2)c1N,-54,0,-21,i,14,-7,9,-1.0,4,-2.3
COc1cccc(CN(C)CC(=O)Nc2ccccc2C(=O)NC2CC2)c1,3,-1,-9,-0.4,.,4,-1,-0.4,.,2.5
O=C1NC[C@H](CC2CCCCC2)N(CCc2cccc(F)c2)C1=O,1,4,7,i,.,1,4,-1.3,.,-2.5
Cc1cccc(C(=O)NCCC(=O)N2CCc3ccccc3C2)c1,8,0,3,i,.,-7,-1,0.4,.,1.6
CCc1c(C)nc2ncnn2c1N1CCC(C(=O)Nc2cccc(C(C)=O)c2)CC1,-2,0,-4,i,2,-5,19,1.3,-2,2.7
CCC(=O)N1c2ccc(S(=O)(=O)NCCc3ccc(OC)c(OC)c3)cc2CC1C (centres undefined),7,0,0,-0.5,-16,-18,9,-1.0,7,0.3
O=C(CCN1C(=O)C2C3CCC(C3)C2C1=O)Nc1ccc(Br)cc1 (centres undefined),-18,1,-5,-2.4,8,-13,11,-1.5,-4,-1.5
CCc1nnc(NC(=O)CSC(=S)N2CCOCC2)s1,0,5,-1,-1.6,2,3,-2,-1.1,2,-1.2
O=C(Nc1ccc(Nc2ccncc2)cc1)c1ccc(Nc2ccnc3ccc([N+](=O)[O-])cc23)cc1,-8,0,.,i,35,14,39*,-2.5,-13,.
Cc1nnc(SC(C)C(=O)N(C)C2CCCCC2)n1N (centres undefined),6,4,-3,i,.,-5,9,-1.4,.,-0.9
Nc1ccc(C(=O)OCC(=O)N2CCN(C(=O)c3ccco3)CC2)cc1[N+](=O)[O-],3,-2,-2,-2.8,23,-3,6,4.9,6,-2.5
CCc1ccc(NC(=O)NCCN2CCN(c3ccc(OC)cc3)CC2)cc1,6,-1,0,-1.4,17,-11,1,-2.5,-1,2.2
COc1ccc(C(=O)NNC(=S)NC(=O)c2ccc(Cl)cc2)cc1,4,.,10,.,.,-4,.,.,.,3.5
COc1ccc(C)cc1N(CC(=O)NC1CCCC1)C(=O)CCC(=O)Nc1nc(C)cs1,2,0,-5,0.0,23,-7,-4,0.5,-6,2.3
Cn1ccsc1=NC(=O)c1ccc(OC(F)(F)F)cc1,5,-2,-12,-0.7,-9,-12,1,1.8,-2,-2.2

Screening data (PubChem)
